Screening results from PubChem BioAssay.
KDM4C inh: inhibitors of human demethylase GASC-1 KDM4C. Q9H3R0. GST-KDM4C 2-372, H3K9me3 peptide, LANCE TR-FRET. inhibition, % at 12.5 µM. 96,000 compounds, 0.15% hits. AID 720574;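 active = mean replicate inhibition above about 25%, with at least 55% of replicates also reaching it, limit read from the data, passing the limit was not always enough; inconclusive = only one of those two conditions met; inactive = neither condition met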
Target sequence (Q9H3R0 2-372 limits assumed): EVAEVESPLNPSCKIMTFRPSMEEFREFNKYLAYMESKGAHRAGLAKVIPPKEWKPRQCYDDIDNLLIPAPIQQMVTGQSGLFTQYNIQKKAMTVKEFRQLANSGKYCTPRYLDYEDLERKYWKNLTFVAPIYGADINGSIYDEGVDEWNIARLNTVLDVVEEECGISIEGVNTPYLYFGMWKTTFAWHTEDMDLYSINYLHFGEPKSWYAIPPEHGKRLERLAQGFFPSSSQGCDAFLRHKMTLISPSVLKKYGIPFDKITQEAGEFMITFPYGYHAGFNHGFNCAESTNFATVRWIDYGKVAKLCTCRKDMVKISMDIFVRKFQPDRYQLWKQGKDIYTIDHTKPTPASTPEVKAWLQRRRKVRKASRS
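Material: N-terminal GST-fused human GASC-1 (KDM4C) fragment, residues 2-372. Input: 10 nM enzyme. Incubation: enzyme reaction 30 min, then detection 60 min, both room temperature. Doses: one test concentration per compound. Read-out basis: inhibition from TR-FRET ratio decrease. Detection: LANCE TR-FRET, excitation 340 nm, emissions 618 and 671 nm.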
Tcruzi prolif: inhibitors of T. cruzi proliferation. T. cruzi beta-gal in NIH3T3, GalScreen luminescence, 90 h. inhibition, % at 8.34 µM. 77,000 compounds, 5.9% hits;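 active = mean inhibition above about 93%, with at least 55% of replicates each passing it, limit read from the data, passing the limit was not always enough; inconclusive = only one of those two conditions holds; inactive = neither condition holds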
C diff growth: blocks growth of Clostridium difficile; Clostridium difficile clinical isolate growth, OD600, 24 h; hits give low values; growth activity, negative = inhibition, % at 16 µg/mL (by protocol); 86,000 compounds, 0.25% hits;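 active = mean growth activity at or below -80% and every replicate also at or below -80%; inconclusive = mean at or below -80% but some replicate above -80%; inactive = mean growth activity above -80%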;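 note: 0% = DMSO wells and -100% = levofloxacin 16 µg/mL wells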
Pf Dd2 growth: blocks growth of Plasmodium falciparum Dd2 parasites | P. falciparum Dd2 growth, SYBR Green, 72 h; hits give low values | activity change, % at 10 µM | 94,000 compounds, 2.3% hits; in the data active = activity change below about -80%; inconclusive = no clear call, values can overlap the other calls
Numbers without * were called inactive; ? = inconclusive; . = no result given; & = joins results of further samples. Compounds as they come; any-hit rate near 7.3%.

SMILES | KDM4C inh | Tcruzi prolif | C diff growth | Pf Dd2 growth
C[C@H]1CN([C@@H](C)CO)C(=O)c2cc(NC(=O)NC3CCCCC3)ccc2O[C@@H]1CN(C)Cc1ccc(-c2ccccc2)cc1 | -2.0 | -75 | 8 | -1
C/C=C/c1ccc([C@@H]2[C@@H](CO)N(C(=O)CC)[C@H]2CN(C)C(=O)C2CC2)cc1 | 0.3 | 15 | -4 | 11
Cc1noc(C)c1S(=O)(=O)Nc1ccc2c(c1)C(=O)N([C@@H](C)CO)C[C@@H](C)[C@H](CN(C)C(=O)CCCN(C)C)OCCCC[C@H](C)O2 | 0.7 | -66 | -3 | 2
C[C@@H]1CN([C@H](C)CO)C(=O)Cc2cc(NC(=O)C3CCCCC3)ccc2O[C@H]1CN(C)S(C)(=O)=O | 7.5 | -38 | -1 | 2
COc1ccc2c3c(n(C)c2c1)[C@H](CO)N(C(=O)c1cccc(F)c1)CC31CN(CC2CC2)C1 | 1.2 | . | 1 | -78
CO[C@@H]1CN(C)C(=O)c2ccc(NC(=O)Cc3ccccc3)cc2OC[C@@H](C)N(C(=O)c2ccccc2F)C[C@H]1C | 1.3 | 23 | . | -63
Cc1ccccc1S(=O)(=O)N1[C@@H]2CNC[C@H]1C2c1ccc(-c2ccccc2)cc1 (some centres not stated) | 0.8&0.1 | . | 7&-9 | 10&-2
Cc1ccccc1S(=O)(=O)N1CC(=O)N2[C@@H](CO)[C@@H](c3ccc(C#CCC4CCCC4)cc3)[C@@H]2C1 | 0.5 | . | -4 | -65
C[C@H](O)C#Cc1cnc2c(c1)C(=O)N([C@H](C)CO)C[C@@H](C)[C@@H](CN(C)C(=O)c1ccccc1F)O2 | -2.7 | -14 | 5 | .
C[C@@H]1CN([C@H](C)CO)C(=O)c2cc(NS(=O)(=O)c3cccs3)ccc2O[C@@H]1CN(C)Cc1ccc(C(=O)O)cc1 | 0.2 | 0 | 1 | 12
C[C@@H]1CN([C@H](C)CO)C(=O)c2cc(C#Cc3ccccn3)cnc2O[C@@H]1CN(C)CC1CCCC1 | -0.1 | 26 | . | 10
C[C@@H]1CN([C@H](C)CO)C(=O)c2cc(NC(=O)Nc3cccc4ccccc34)ccc2O[C@H]1CN(C)Cc1ccc(-c2ccccc2)cc1 | 0.6 | 112* | 6 | 8
COc1ccc(CN(C)C[C@H]2Oc3ccc(NC(=O)Nc4ccc(C(F)(F)F)cc4)cc3C(=O)N([C@@H](C)CO)C[C@H]2C)cc1 | -1.3 | 49 | -12 | -4
CO[C@@H]1CN(C)C(=O)c2cc(NC(=O)c3ccccc3F)ccc2OC[C@@H](C)N(C(C)=O)C[C@H]1C | -0.3 | -4 | . | -11
C[C@H](CO)N1C[C@H](C)[C@@H](CN(C)C(=O)c2ccncc2)OCCCC[C@H](C)Oc2ccc(NS(=O)(=O)c3ccccc3)cc2C1=O | -1.4 | -38 | . | 2
C[C@@H]1CN([C@H](C)CO)C(=O)c2cc(NS(=O)(=O)c3cccs3)ccc2O[C@@H](C)CCCCO[C@H]1CN(C)C(=O)Nc1ccc(F)cc1 | -1.7 | 15 | 10 | -68
C[C@H](O)C#Cc1ccc([C@H]2[C@H](CO)N3CCCCN(S(=O)(=O)c4ccccc4)C[C@@H]23)cc1 | 1.6 | 93 | -5 | -5
COCCNC(=O)C[C@@H]1CC[C@H]2[C@@H](COC[C@H](O)CN2C(=O)c2cc(Cl)cc(Cl)c2)O1 | -0.5 | -9 | -2&-5 | 7
C[C@H](CO)N1C[C@H](C)[C@@H](CN(C)S(=O)(=O)c2ccc(-c3ccccc3)cc2)OCc2cnnn2CCCC1=O | 1.6 | 39 | 3 | -10
Cc1ccc(-c2ccc3c(c2)O[C@@H](CN(C)Cc2cccnc2)[C@@H](C)CN([C@@H](C)CO)S3(=O)=O)cc1 | 1.7 | 102* | 9 | -80
CO[C@H]1CN(C)C(=O)c2cc(NC(=O)c3ccccc3F)ccc2OC[C@H](C)N(C(=O)c2ccccc2F)C[C@@H]1C | -0.1 | 13 | . | -9
COc1ccc(C#Cc2ccc3c(c2)O[C@H](CN(C)C(=O)c2ccccn2)[C@@H](C)CN([C@H](C)CO)S3(=O)=O)cc1 | -5.5 | . | -4 | -58
O=C(c1ccccc1)N1CC(=O)N2[C@H](CO)[C@@H](c3ccc(C#Cc4ccccc4)cc3)[C@H]2C1 | -1.1 | . | -4 | -53
O=C(NCC[C@H]1CC[C@@H](NS(=O)(=O)c2cccc(F)c2)[C@H](CO)O1)c1cnccn1 | 0.3 | -4 | 1 | 6
CN(C)C(=O)c1cccc(-c2ccc3n(c2=O)C[C@@H]2[C@@H](CO)[C@H](C(=O)NCC(F)(F)F)[C@H]3N2C)c1 | 1.0 | 78 | 12 | .

Looked up above:
C[C@H]1CN([C@@H](C)CO)C(=O)c2cc(NC(=O)NC3CCCCC3)ccc2O[C@@H]1CN(C)Cc1ccc(-c2ccccc2)cc1 – Pf Dd2 growth: -1
CO[C@H]1CN(C)C(=O)c2cc(NC(=O)c3ccccc3F)ccc2OC[C@H](C)N(C(=O)c2ccccc2F)C[C@@H]1C – KDM4C inh: -0.1

The listing continues.
SMILES | KDM4C inh | Tcruzi prolif | C diff growth | Pf Dd2 growth
O=S(=O)(Cc1ccccc1)NCC[C@@H]1CC[C@@H](NS(=O)(=O)c2ccccc2)[C@H](CO)O1 | 2.8 | -3 | 0 | -7
C[C@H]1CN([C@@H](C)CO)C(=O)Cc2cc(NC(=O)Nc3ccccc3)ccc2O[C@@H]1CN(C)Cc1ccc(Oc2ccccc2)cc1 | 3.8 | 60 | 19 | -31
C[C@H]1CN([C@@H](C)CO)C(=O)Cc2cc(NC(=O)NC3CCCCC3)ccc2O[C@@H]1CN(C)CC1CCCCC1 | 0.3 | 79 | -2 | -41
O=C(NCC1CC1)[C@@H]1[C@@H](CO)[C@@H]2Cn3c(ccc(-c4ccncc4)c3=O)[C@H]1N2CC1CC1 | -1.1 | -30 | -2 | 0
CN(C)C(=O)C[C@@H]1C[C@H]2c3cc(NC(=O)CC4CC4)ccc3O[C@H]2[C@@H](CO)O1 | 1.9 | -72 | . | 29
CCCNC(=O)N1[C@H](CNC(=O)c2ccc(F)cc2)[C@@H](c2ccccc2)[C@@H]1CO | -2.3 | 37 | 7 | -32
C[C@H]1CN([C@@H](C)CO)S(=O)(=O)c2ccc(-c3ccc(C(=O)N(C)C)cc3)cc2O[C@H]1CN(C)C(=O)Cc1ccccn1 | 1.6 | 66 | -8 | -11
O=C(C[C@@H]1C[C@@H]2c3cc(NC(=O)C4CCOCC4)ccc3O[C@@H]2[C@H](CO)O1)NCCc1ccccc1 | -1.2 | 24 | -3 | 7
CCC(=O)N(C)C[C@H]1Oc2cc(-c3cccc(C#N)c3)ccc2S(=O)(=O)N([C@H](C)CO)C[C@@H]1C | 0.5 | 16 | 4 | 0
N#C[C@H]1N[C@H](CO)[C@H]1c1ccc(C2=CCCC2)cc1 | -4.0 | 89 | -2 | -4
O=C(Nc1ccc(Cl)cc1)N[C@@H]1CC[C@H](CCn2cc(-c3ccccc3F)nn2)O[C@@H]1CO | -1.6 | 102* | -12 | -64
C[C@H]1CCCCO[C@@H](CN(C)CC2CCCCC2)[C@@H](C)CN([C@@H](C)CO)C(=O)c2cc(NS(=O)(=O)c3cn(C)cn3)ccc2O1 | 3.4 | -17 | -5 | -14
COc1ccc(C#Cc2cnc3c(c2)C(=O)N([C@H](C)CO)C[C@@H](C)[C@@H](CN(C)C(=O)CN(C)C)O3)cc1 | -1.0 | 46 | -6 | -58
O=C(C[C@@H]1CC[C@H]2[C@@H](COC[C@@H](O)CN2Cc2ccc(F)cc2)O1)NCCc1ccccc1 | 0.3 | 11 | . | -5
O=C(C[C@H]1CC[C@@H](NC(=O)Nc2ccccc2F)[C@H](CO)O1)NCc1ccccc1 | 1.9 | -46 | 2 | 9
CO[C@H]1CN(C)C(=O)c2cc(NC(C)=O)ccc2OC[C@@H](C)N(Cc2ccncc2)C[C@H]1C | 0.0 | -19 | . | -35
CCS(=O)(=O)Nc1ccc2c(c1)C(=O)N(C)C[C@H](OC)[C@H](C)CN(C(=O)NC(C)C)[C@H](C)CO2 | -0.5 | 43 | . | 17
C[C@@H]1CN([C@@H](C)CO)S(=O)(=O)c2ccc(-c3ccccc3F)cc2O[C@@H]1CN(C)C | 6.8 | 60 | 1 | -20
C[C@@H]1CN([C@@H](C)CO)C(=O)c2cc(NS(=O)(=O)c3ccc(Cl)cc3)ccc2O[C@H]1CN(C)Cc1ccc(Oc2ccccc2)cc1 | -0.4 | 72 | 30 | 14
C[C@@H]1CN([C@H](C)CO)C(=O)CCCn2nncc2CO[C@@H]1CN(C)C(=O)c1ccccc1 | . | 13 | . | 6
Cc1noc(C)c1S(=O)(=O)N(C)C[C@@H]1OCCCC[C@H](C)Oc2ccc(NS(=O)(=O)c3ccccc3)cc2C(=O)N([C@H](C)CO)C[C@H]1C | 1.4 | . | -14 | -18
CN(C)C(=O)[C@H]1[C@H](CO)[C@H]2Cn3c(ccc(-c4cccnc4)c3=O)[C@@H]1N2C(=O)NC1CCCC1 | -0.7 | 31 | 0 | -2
C[C@H](CO)N1C[C@H](C)[C@@H](CN(C)Cc2cccnc2)Oc2ncc(C3=CCCCC3)cc2C1=O | 0.7 | 48 | -2 | -29
CCCC#Cc1ccc([C@@H]2[C@H](CO)N3CCCCN(C(=O)c4ccc5c(c4)OCO5)C[C@@H]23)cc1 | -1.5 | ? | -9 | -24
C[C@H]1CN([C@@H](C)CO)C(=O)Cc2cc(NC(=O)C3CC3)ccc2O[C@@H]1CN(C)S(C)(=O)=O | 0.3 | 3 | 1 | 19

Retrieved by compound from above (two):
SMILES | KDM4C inh | Tcruzi prolif | C diff growth | Pf Dd2 growth
C[C@@H]1CN([C@H](C)CO)C(=O)c2cc(NC(=O)Nc3cccc4ccccc34)ccc2O[C@H]1CN(C)Cc1ccc(-c2ccccc2)cc1 | 0.6 | 112* | 6 | 8
C/C=C/c1ccc([C@@H]2[C@@H](CO)N(C(=O)CC)[C@H]2CN(C)C(=O)C2CC2)cc1 | 0.3 | 15 | -4 | 11

Other records.
SMILES | KDM4C inh | Tcruzi prolif | C diff growth | Pf Dd2 growth
O=C(Nc1cc(F)ccc1F)N1C[C@H]2[C@@H](c3ccccc31)[C@H](CO)N2Cc1cccnc1 | -1.3 | 35 | -3 | -22
CNC(=O)C[C@H]1CC[C@@H]2[C@H](COc3ccc(NC(=O)C(C)C)cc3C(=O)N2C)O1 | -0.5 | -65 | -3 | 11
CCCNC(=O)[C@@H]1[C@@H](CO)[C@@H]2Cn3c(ccc(-c4cccc(F)c4)c3=O)[C@@H]2N1C(C)=O | 0.3 | -18 | -2 | 13
C[C@@H]1CN([C@@H](C)CO)C(=O)c2cc(C#CCN(C)C)cnc2O[C@@H]1CN(C)C(=O)CN1CCOCC1 | -1.0 | -43 | 0 | 46
O=S(=O)(c1ccccc1F)N1CCCCN2[C@@H](CO)[C@@H](c3ccc(-c4ccncc4)cc3)[C@@H]2C1 | 0.4 | ? | -7 | -12
Cc1noc(C)c1NC(=O)N(C)C[C@H]1Oc2ccc(NC(=O)C3CCCCC3)cc2CC(=O)N([C@@H](C)CO)C[C@H]1C | -0.7 | -9 | -5 | -4
O=C(C[C@H]1C=C[C@H](NC(=O)C2CCOCC2)[C@H](CO)O1)NCCc1cscn1 | 0.5 | 28 | 7 | -6
Cc1noc(C)c1NC(=O)N(C)C[C@H]1OCCCC[C@H](C)Oc2ccc(NC(=O)NC(C)C)cc2C(=O)N([C@@H](C)CO)C[C@@H]1C | 1.4 | . | -3 | 19
Cc1ccc(S(=O)(=O)N[C@@H]2C=C[C@@H](CC(=O)NCc3ccccc3F)O[C@@H]2CO)cc1 | 0.0 | -5 | . | -7
C[C@@H]1CN([C@H](C)CO)C(=O)c2cc(C#Cc3ccccn3)cnc2O[C@@H]1CN(C)Cc1ccccc1 | -1.3 | 39 | -1 | 2
C[C@@H]1CN([C@H](C)CO)S(=O)(=O)c2ccc(Br)cc2O[C@@H]1CN(C)C(=O)NC1CCCC1 | 0.8 | . | 8 | 8
Cc1ccc(S(=O)(=O)N(C)C[C@H]2Oc3c(NS(=O)(=O)c4ccc(F)cc4)cccc3C(=O)N([C@H](C)CO)C[C@@H]2C)cc1 | 0.8 | 19 | -1 | 8
CCCN1C[C@H](C)[C@@H](OC)CN(C)C(=O)c2ccc(NC(=O)c3ccc(F)cc3)cc2OC[C@@H]1C | -1.4 | 16 | -3 | -25
C[C@@H]1CN([C@H](C)CO)C(=O)c2c(c3ccccc3n2C)-c2ccccc2CO[C@H]1CN(C)C(=O)[C@H](C)c1ccccc1 | -1.1 | . | 0 | -84*

Grouped by structure: those above containing a CF3 group
SMILES | KDM4C inh | Tcruzi prolif | C diff growth | Pf Dd2 growth
COc1ccc(CN(C)C[C@H]2Oc3ccc(NC(=O)Nc4ccc(C(F)(F)F)cc4)cc3C(=O)N([C@@H](C)CO)C[C@H]2C)cc1 | -1.3 | 49 | -12 | -4
CN(C)C(=O)c1cccc(-c2ccc3n(c2=O)C[C@@H]2[C@@H](CO)[C@H](C(=O)NCC(F)(F)F)[C@H]3N2C)c1 | 1.0 | 78 | 12 | .
